PI4K2A block = blocks human PI4K2A kinase activity; Q9BTU6; purified PI4K2A, ADP-Glo luminescence, 1 h; active compounds read low; activity change, negative = inhibition, % at 76.9 µM; hit rate 0.13% among 420,000; AID 1346378; in the data active = activity change below about -50%; inconclusive = mostly about -30% to -49%;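 also: -100% = wells without enzyme as full effect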
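PI4K2A activity was measured by ADP-Glo luminescence: enzyme (4 ug/mL stock) and phosphatidylinositol (1.2 mM stock) in Tris pH 7.5/MgCl2/EGTA/Triton X-100 buffer were reacted with ATP (300 microM stock) for one hour at ambient temperature.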
GLS inhibitor = inhibitors of human glutaminase (GLS). GLS enzymatic activity, qHTS titration. Potency, µM (series often up to 45.5 µM), inactives show top-dose activity change, negative = inhibition, hits mostly inhibitors. hit rate 0.21% among 410,000. AID 624170; active = well fitted inhibition curve with a large enough effect; inconclusive = small, poorly fitted or top-dose-only effect, or another doubt; inactive = no such curve, though single readings can be large or run the other way; also: potency is read from the fitted curve at half-maximal effect
Target sequence (O94925 whole entry, looked up): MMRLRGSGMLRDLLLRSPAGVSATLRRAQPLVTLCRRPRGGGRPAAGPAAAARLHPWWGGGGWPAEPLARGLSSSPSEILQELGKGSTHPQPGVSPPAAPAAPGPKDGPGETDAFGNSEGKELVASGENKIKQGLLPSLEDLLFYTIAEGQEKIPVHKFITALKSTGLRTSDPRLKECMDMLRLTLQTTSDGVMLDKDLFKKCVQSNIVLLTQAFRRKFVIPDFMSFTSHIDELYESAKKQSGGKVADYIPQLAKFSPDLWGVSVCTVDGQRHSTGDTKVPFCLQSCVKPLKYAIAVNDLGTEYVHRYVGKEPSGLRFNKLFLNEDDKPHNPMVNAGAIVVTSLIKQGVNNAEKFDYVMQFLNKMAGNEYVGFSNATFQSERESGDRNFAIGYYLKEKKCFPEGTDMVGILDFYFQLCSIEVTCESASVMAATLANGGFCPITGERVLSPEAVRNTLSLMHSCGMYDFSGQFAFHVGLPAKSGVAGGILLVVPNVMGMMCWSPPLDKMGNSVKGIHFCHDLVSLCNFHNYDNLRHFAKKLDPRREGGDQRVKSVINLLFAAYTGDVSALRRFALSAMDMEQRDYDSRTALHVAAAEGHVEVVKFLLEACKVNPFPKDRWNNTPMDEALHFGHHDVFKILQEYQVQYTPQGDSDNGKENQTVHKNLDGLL
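Enzyme dispensed in phosphate buffer (45 mM, pH 8.2, 0.02% Tween-20), compounds pinned in, then 1 mM L-glutamine solution and the glutamate oxidase–HRP–Amplex Red mix added; fluorescence read immediately and again after 30 min at room temperature.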
Active calls of the source: *; ? = inconclusive; [ ] = dose if it differs, or a comment. Unless noted, % is scaled to controls: 0 for no effect and ±100 for the full control effect.

SMILES	PI4K2A block	GLS inhibitor
O=S1(=O)CC(N2CCN(CC3CC3)CC2)CN1Cc1cn(Cc2ccccc2C(F)(F)F)nn1 (centres undefined)	-4	2%
CC(C)c1cccc(-c2csc(C(C)(O)c3cccc(F)c3)n2)c1 (centres undefined)	-2	1%
CC1(C(=O)NS(=O)(=O)c2ccc3c(c2)CCO3)CCN1C(=O)c1ccccc1CCc1ccccc1 (centres undefined)	-3	8%
OC[C@@H]1CN(CCN2CCOCC2)C[C@H](n2cnc3c(N4CCOCC4)ncnc32)O1	2	6%
CCCCCCCCN1C(=O)[C@H](CC(=O)N2CCSCC2)C[C@@]2(C(=O)OC)CCCCC=C12	0	4%
COc1cc(F)ccc1-c1cc(C(=O)NCC2CCCCC2)[nH]n1	4	-3%
CCCS(=O)(=O)NC(=O)C1(C)CCCN(C(=O)c2ccc3ccccc3c2)C1 (centres undefined)	1	3%
CCNC(=O)C1(C)CCN(C(=O)c2cccnc2SC)C1 (centres undefined)	1	3%
ClC1=CN(C2=NCCC2)CC1	-2	0%
Cc1cc(C)n2c(NC3CCCC3)c(-c3ccc(F)cc3)nc2n1	-1	6%
Cc1ccc2nc(C(C)(C)C)c(Cc3ccccc3C(F)(F)F)n2c1	-14	5%
CC1(C(=O)NS(=O)(=O)c2ccccc2OC(F)(F)F)CCN1C(=O)c1ccccc1 (centres undefined)	1	6%
CN(C)c1ccc(-c2ccnc3c2CC(C)(C(=O)NCC2CC2)O3)cc1 (centres undefined)	-1	70%[activator]
CCOc1ccc(-c2cc(C(=O)Nc3ccc(C)c(NS(C)(=O)=O)c3)[nH]n2)c(C)c1	-5	-1%
CC(=O)Nc1cc(-c2cccc(C(=O)N(C)C)c2)cn2c(-c3cccc(C(=O)N(C)C)c3)cnc12	1	3%
COc1ccc(CC(N)c2csc(Nc3cnccn3)n2)cc1 (centres undefined)	-3	17%
O=C(NC1CC1)c1ccc(-c2ccc3nccn3c2)cc1	-4	-11%
CN(C)c1ccc(CNC(=O)/C=C/[C@H]2O[C@@H](n3cnc4c(NC(=O)c5ccccc5)ncnc43)[C@H](O)[C@@H]2O)cc1	-6	-14%
O=C(NCc1ccccc1)c1cc(C2CCCN(S(=O)(=O)c3ccccc3)C2)on1 (centres undefined)	2	-4%
CCCCNC(=O)c1nc(C2CCN(S(=O)(=O)c3ccccc3C(F)(F)F)CC2)oc1-c1ccccc1	-9	0%
CC(CC(=O)Nc1ccc2c(c1)c(=O)n(C)n2Cc1ccc(F)cc1)c1ccccc1 (centres undefined)	1	1%
CCNC(=O)C1(C)CCN1Cc1cc(-c2ccccc2)n(C)n1 (centres undefined)	5	-6%
O=C(NCc1ccccn1)[C@@H]1CCCN1C(=O)[C@@H]1CCCN1C(=O)c1cccc2ccccc12	-3	4%
C=CCNc1ncnc2c1ncn2[C@H]1CN(Cc2ccc3c(c2)OCO3)C[C@@H](CO)O1	1	1%
Nc1[nH]c(C(=O)c2ccccc2)c(-c2ccc(Cl)cc2)c1C(=O)NCc1ccccc1	3	11%

Next section.
SMILES	PI4K2A block	GLS inhibitor
Fc1ccccc1-c1nc(NCC2CC2)nc2ccsc12	1	-6%
COc1ccc(C(O)c2nc(-c3ccncc3)cs2)cc1 (centres undefined)	3	-3%
O=C(Nc1cccnc1)C1Cc2c(-c3ccco3)ccnc2O1 (centres undefined)	5	-7%
O=C1NC[C@H](Cc2ccc(O)cc2)N(C[C@@H]2CCCN2C[C@H](Cc2ccccc2)N2C[C@H](Cc3ccc(O)cc3)N(CC3CCCCC3)C(=O)C2=O)C1=O	8	-12%
CC1=C(C(=O)N(C(C)C)C(C)C)CC(CC(=O)NC2CCCCC2)C(=O)N1CCC1=CCCCC1 (centres undefined)	-1	?
CC(=O)[C@@]1(O)Cc2c(O)c3c(c(O)c2[C@H](O[C@H]2C[C@H](N)[C@H](O)[C@H](C)O2)C1)C(=O)c1ccccc1C3=O	2	27%
Cc1cc(CNC[C@H]2O[C@@H](n3ccc(=O)[nH]c3=O)[C@H](O)[C@@H]2O)no1	-3	-5%
CN(C)c1ccccc1-c1cc(NC=O)c2ncc(-c3cccc(C(F)(F)F)c3)n2c1	-8	-23%
CCNC(=O)C1CCCN(C(=O)Cc2cccs2)CC1 (centres undefined)	-10	-4%
CC(C)C[C@@H]1COc2cccc(N3CCC[C@H]3CO)c2S(=O)(=O)N1	0	3%
Cc1cc(F)ccc1-c1cc(C(=O)Nc2ccccc2)[nH]n1	-10	11%
CC1=C(C(=O)N2CCCCCC2)CC(CC(=O)NCc2ccco2)C(=O)N1Cc1ccccc1 (centres undefined)	-5	10%
Nc1ncnc2c1ncn2[C@@H]1O[C@H](C(=O)NS(=O)(=O)c2c(Cl)nc3sccn23)[C@@H](O)[C@H]1O	-21	17%
COc1cc(OC)cc(-c2c(Sc3ccccc3)c3cc(-c4ccc(OC)c(F)c4)ccc3n2C)c1	3	-1%
CCc1nc2ccc(C(=O)NCCCN3CCCC3=O)cn2c1N(C)C(=O)Nc1ccccc1OC	-1	-1%
CCCS(=O)(=O)NC(=O)C1(C)CCN(C(=O)COCc2ccccc2)C1 (centres undefined)	0	0%
OC(c1cc(F)cc(Cl)c1)c1ncc(-c2ccc3ccccc3c2)[nH]1 (centres undefined)	2	2%
CC1(C(=O)NS(=O)(=O)C2CC2)CCN(C(=O)c2ccc3ccccc3n2)C1 (centres undefined)	4	-4%
COc1cccc(-c2cnc(C(O)c3cc(C)c(OC)c(C)c3)[nH]2)c1 (centres undefined)	-6	-3%
CCOC(=O)[C@]12CCC=C1N(CCC1=CCCCC1)C(=O)[C@H](CC(=O)NCCCOC)C2	-2	-11%
CC(C)Nc1ncnc2c1ncn2[C@H]1CN(Cc2ccccc2)C[C@@H](CO)O1	2	2%
CC1(Cc2ccccc2OC(F)(F)F)C(=O)Nc2cc(-c3ccccc3Cl)ccc21 (centres undefined)	1	-11%
CC1(C(=O)NC2CCN(Cc3ccccc3)CC2)CCN1Cc1ccc2ccccc2c1 (centres undefined)	0	-3%
COc1ccc(CCNC(=O)Nc2ccc3nc([C@@H]4O[C@H](CO)[C@@H](O)[C@H](O)[C@H]4O)[nH]c3c2)cc1Br	-7	-7%
COc1cccc(-c2cc(NC=O)c3ncc(-c4cccc(C(=O)NCCN(C)C)c4)n3c2)c1	3	-6%

(cont.)
SMILES	PI4K2A block	GLS inhibitor
CC(=O)CC1c2cc(F)ccc2C=C(c2ccsc2)N1c1ccc(C#Cc2cncn2C)cc1 (centres undefined)	3	18%
Cc1ccc(C)c(C(O)c2ncc(-c3ccc(Cl)cc3)[nH]2)c1 (centres undefined)	-1	7%
O=C(NCc1ccc(F)cc1)c1cc(C2CCCCN2C(=O)c2ccccc2)on1 (centres undefined)	-3	9%
Cc1cc(F)ccc1C(O)c1ncc(-c2cccc(F)c2)[nH]1 (centres undefined)	4	0%
COc1ncc(-c2cccc3nccn23)c(OC)n1	-2	-1%
COC(=O)N1CCCCC1c1cc(C(=O)Nc2cccc3c2CCCC3)no1 (centres undefined)	-3	-1%
CCc1nc2ccc(C(=O)N3CCN(S(=O)(=O)CC)CC3)cn2c1N(C)C(=O)c1cccc(OC)c1	2	4%
CCNC(=O)C1(C)CCCN(C(=O)c2c(C)noc2C)C1 (centres undefined)	3	-11%
C=CCCC(=O)N1C[C@@H](CO)[C@@H](NC)C[C@H]1c1ccccc1Br	5	-11%
N#Cc1ccc(-c2nc3c(Cl)cc(C(F)(F)F)cn3c2Cc2ccsc2)cc1	1	-1%
OC(c1ccccc1)c1nc(-c2cccc3cccnc23)cs1 (centres undefined)	-7	-17%
CC1(C(=O)O)CCCN(C(=O)/C=C/c2ccccc2)C1 (centres undefined)	-1	6%
CC(C)CCNC(=O)C1(C)CCN1Cc1ccc(-c2ccccn2)cc1 (centres undefined)	-6	-3%
COC(=O)[C@]12CCCCC=C1N(Cc1ccc(Cl)cc1Cl)C(=O)[C@H](CC(=O)NCc1ccc(OC)c(OC)c1)C2	-2	1%
CC(C)C[C@H]1CN(CCCC[C@@H]2CNC(=O)C(=O)N2Cc2ccccc2)C(=O)C(=O)N1CCc1ccc(O)cc1	-4	20%
OCCN1CCN(c2cc(-c3ccc(CO)cc3)nc3ccnn23)CC1	-6	10%
COc1ccc(CN2C(=O)C(CC(=O)NC3CCCC3)CC(C(=O)N3CCOCC3)=C2C)cc1 (centres undefined)	-2	23%
COc1ccc(Cc2c(C3CCCCC3)nc3c4ccccc4ccn23)c(C)c1	-3	7%
Cc1cccc(C)c1C(O)c1ncc(-c2ccccc2F)[nH]1 (centres undefined)	2	-5%
CCCS(=O)(=O)NC(=O)C1(C)CCN(C(=O)c2cc(-c3cccs3)oc2C)C1 (centres undefined)	-2	5%
CC(C)NC(=O)C1(C)Cc2c(-c3cccc(C(F)(F)F)c3)ccnc2O1 (centres undefined)	-1	0%
O=C(NC(Cc1cn(Cc2ccccc2)cn1)C(=O)O)OCC1c2ccccc2-c2ccccc21 (centres undefined)	-9	4%
Cc1cccc(COC[C@H](Cc2ccccc2)N2CCN(C(=O)c3cc(Cl)cc(Cl)c3)CCC2=O)c1	-1	0%
Cn1nccc1-c1ccc(C(=O)NCc2ccco2)c2occc12	-4	1%
O=S1(=O)CC(N2CCCC2)CN1Cc1cn(Cc2cccc(Cl)c2)nn1 (centres undefined)	-1	-5%

Remaining list, next part
SMILES	PI4K2A block	GLS inhibitor
CNc1cncc(-c2ccc(S(C)(=O)=O)cc2)n1	-5	10%
CC(=O)Nc1ccc(-c2ccnc3c2CC(C(=O)NCc2ccco2)O3)cc1 (centres undefined)	-1	5%
CN(CCc1ccccc1)C(c1ccnc2ccccc12)c1nnnn1-c1ccc2c(c1)OCCO2 (centres undefined)	7	13%
O=C(NCc1ccc(F)cc1)Nc1nnc([C@H]2C[C@H](O)[C@@H](CO)O2)s1	-2	3%
CCCS(=O)(=O)NC(=O)C1(C)CCCN(C(=O)c2ccccc2F)C1 (centres undefined)	-14	-7%
Cn1c(NCCc2ccncc2)nc2cc(-c3ccsc3)sc2c1=O	2	2%
CC1(c2nc3ccccc3[nH]2)CCC(=O)N1Cc1cccs1 (centres undefined)	-3	-3%
CN(C)C(=O)c1cccc(-c2cnc3c(NC=O)cc(-c4ccc(N(C)C)cc4)cn23)c1	-10	-7%
O=c1cc(CO)occ1O	-4	15%
CCOCCC(=O)Nc1ccc2c(c1)c(=O)n(C)n2CC=C(C)C	6	3%
CSCCC(C(=O)Nc1c(C)cccc1C)N1CCN(c2ccc(C(F)(F)F)cn2)CC1 (centres undefined)	-3	1%
COc1ccc(OC)c(NC(=O)Nc2nc(C(N)C(C)C)cs2)c1 (centres undefined)	0	9%
OC[C@@H]1CN(C2CCCC2)C[C@H](n2cnc3c(NC4CC4)ncnc32)O1	3	2%
COc1cc(NC(=O)Nc2cccn3nc(COCCO)nc23)cc(OC)c1OC	0	0%
CC(=O)Nc1ccc(-c2ccnc3c2CC(C)(C(=O)Nc2cccc(OC(F)(F)F)c2)O3)cc1 (centres undefined)	-8	5%
Cc1cc(C)n2c(Nc3ccc4c(c3)OCCO4)c(-c3ccccn3)nc2n1	-5	-3%
O=C1NC[C@H](CCCCN2C[C@H](Cc3ccccc3)N(CCc3ccc(O)cc3)C(=O)C2=O)N(CCC2CCCCC2)C1=O	-1	-7%
Cc1cccc(CN2CCN(C3CN(Cc4ccccc4)S(=O)(=O)C3)CC2)c1 (centres undefined)	-1	0%
O=C(NCCC(F)(F)F)C1Cc2c(-c3ccccc3Oc3ccccc3)ccnc2O1 (centres undefined)	-5	3%

Screening data from PubChem.

Some of the compounds tested. The share of hits here may be higher or lower than overall.
